ERb SRC1 inh – inhibitors of ERβ-SRC1 coactivator interaction, primary screen, biochemical, TR-FRET, ERβ LBD, SRC-1 peptide; TR-FRET ER-beta LBD / SRC1-Cy5 peptide binding; receptor agonist-loaded with 1 µM estradiol; inhibition, % at 25.6 µM; 1.3% of 86,000 active; AID 633, 2007; Estrogen receptor beta (Homo sapiens), Q92731;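 active = compounds whose percent inhibition of the receptor-coactivator binding signal exceeds about 50% in the single-dose screen, limit read from the data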;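 also: 0% = receptor plus peptide wells without compound and 100% = peptide-only wells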
Target sequence (Q92731 whole entry, looked up, the tested form may be a part): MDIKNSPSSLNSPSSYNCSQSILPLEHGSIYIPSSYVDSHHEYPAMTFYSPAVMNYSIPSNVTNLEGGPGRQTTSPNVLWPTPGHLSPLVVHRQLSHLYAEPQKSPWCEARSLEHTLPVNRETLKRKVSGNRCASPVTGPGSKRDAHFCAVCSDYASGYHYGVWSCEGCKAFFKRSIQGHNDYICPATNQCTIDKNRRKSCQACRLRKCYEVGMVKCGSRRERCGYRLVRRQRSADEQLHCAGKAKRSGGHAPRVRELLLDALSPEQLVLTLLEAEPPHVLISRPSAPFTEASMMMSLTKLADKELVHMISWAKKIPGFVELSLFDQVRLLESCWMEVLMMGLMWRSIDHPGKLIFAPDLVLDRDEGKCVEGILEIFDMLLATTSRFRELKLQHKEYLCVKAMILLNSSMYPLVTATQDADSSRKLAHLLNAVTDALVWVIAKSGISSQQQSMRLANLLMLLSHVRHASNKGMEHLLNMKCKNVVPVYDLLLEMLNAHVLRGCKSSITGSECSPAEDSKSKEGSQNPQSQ
H69AR growth 86K – proliferation blockers of H69AR lung cancer cells, primary screen, cell-based, human, 86K library. 6% of 85,000 active. viability, % at 10 µM. H69AR lung tumor viability, ATP luminescence, 72 h; stronger effect = lower value. AID 598, 2007;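 active = viability at or below 40%; inactive = viability above 40%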;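 also: multidrug resistant small cell line overexpressing MRP-1 efflux transporter; 100% = mean luminescence of untreated control wells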
Fibroblast inh – antiproliferative effect on LL 47 fibroblasts – human, LL 47 cells, CellTiter-Glo luminescence, primary screen. LL 47 human lung fibroblast viability, ATP luminescence; stronger effect = lower value. viability, % at 10 µM. 1.1% of 85,000 active. AID 719, 2007;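 active = viability at or below 50% in the single dose screen; inactive = viability above 50%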;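 also: compound exposure lasted 72 h before the ATP readout; 100% = median luminescence of untreated cell-only wells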
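Assay system: human lung fibroblast line LL 47, low passage. Input: 1,150 fibroblasts seeded per well. Times: overnight cell rest, 72 h compound treatment at 37 °C. Evaluation: % viability of median cell-only signal. Technique: luminescent ATP detection, CellTiter-Glo. Control set: cell-only wells, no compound.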
sEH activator – soluble epoxide hydrolase activators, primary screen, biochemical, human sEH; activation, % at 2 µM; Bifunctional epoxide hydrolase 2 (Homo sapiens), P34913; purified human sEH enzymatic activity, activator screen; 0.04% of 91,000 active; in the data active = activation above about 37%; also: values of inactives mirror those of a sister screen read the other way
Target sequence (P34913 whole entry, looked up): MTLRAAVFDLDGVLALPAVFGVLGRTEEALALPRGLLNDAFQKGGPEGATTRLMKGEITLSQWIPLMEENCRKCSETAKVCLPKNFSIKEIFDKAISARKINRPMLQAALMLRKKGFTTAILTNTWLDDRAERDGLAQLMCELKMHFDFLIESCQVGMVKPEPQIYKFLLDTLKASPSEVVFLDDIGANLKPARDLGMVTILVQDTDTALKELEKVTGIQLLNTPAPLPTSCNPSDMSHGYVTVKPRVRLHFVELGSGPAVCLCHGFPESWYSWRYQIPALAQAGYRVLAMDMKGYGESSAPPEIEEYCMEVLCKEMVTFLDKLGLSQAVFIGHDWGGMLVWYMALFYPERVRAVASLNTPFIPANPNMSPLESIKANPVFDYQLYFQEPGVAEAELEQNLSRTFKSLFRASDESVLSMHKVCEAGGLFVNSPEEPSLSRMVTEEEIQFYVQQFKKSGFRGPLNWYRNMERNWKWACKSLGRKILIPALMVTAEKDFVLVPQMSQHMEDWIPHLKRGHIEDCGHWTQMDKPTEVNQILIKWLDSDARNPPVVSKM
Candida biofilm – clotrimazole potentiators killing Candida biofilms, primary screen, with clotrimazole, Alamar Blue. C. albicans biofilm + clotrimazole. inhibition, % at 6 µM. 0.14% of 85,000 active. AID 834, 2007;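 active = inhibition above 20%; inactive = inhibition below 20%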;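 also: preformed 24 hr biofilms exposed to compound for 48 hr; 0% = biofilm without compound and 100% = blank killed by clotrimazole plus chlorhexidine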
ERa coact pot – enhancers of ERα–SRC-1 coactivator binding, primary screen, biochemical, TR-FRET, ERα LBD, low estradiol; TR-FRET ERalpha-LBD/SRC-Cy5 coactivator binding, 2 h; 100 = basal binding, no effect; 1.3% of 86,000 active; coactivator binding (% of control), % at 25.6 µM; in the data active = activity above about 200%;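 also: binding measured in presence of low estradiol as agonist stimulus; 0% = peptide alone without receptor and 100% = receptor with peptide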
HUVEC inhibit – inhibitors of HUVEC proliferation, primary screen, cell-based, 384-well. viability, % at 10 µM (by protocol). CellTiter-Glo luminescence, 72 h; stronger effect = lower value. AID 648, 2007. 1.1% of 86,000 active;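 active = viability at or below 30%; inactive = viability above 30%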;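 also: 100% = median luminescence of DMSO-only cell control wells on each plate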
ERa coact inh – ERα–SRC-1 coactivator interaction inhibitors, primary screen, biochemical, TR-FRET, ERα LBD, estradiol-bound; Estrogen receptor (Homo sapiens), P03372; TR-FRET ER-alpha LBD / SRC-1 peptide; inhibition, % at 25.6 µM; 1.7% of 86,000 active; in the data active = inhibition above about 50%;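 also: 0% = receptor plus peptide control and 100% = peptide only without receptor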
Smad3 inh – Smad3/FoxH1 peptide binding inhibitors, primary screen, biochemical, TR-FRET; Mothers against decapentaplegic homolog 3 (Homo sapiens), P84022; TR-FRET Smad3/Dy647-FoxH1 peptide binding, europium anti-His; inhibition, % at 25 µM; 0.29% of 88,000 active; AID 630, 2007;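 active = compounds that reduce the energy-transfer binding signal between the protein and its labelled peptide by more than half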;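 also: 0% = Smad3 plus labelled peptide maximal FRET and 100% = peptide-only background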
Active calls of the source: *; . = not tested or not shown; [ ] = dose if it differs, or a comment.

item | Compound | ERb SRC1 inh | H69AR growth 86K | Fibroblast inh | sEH activator | Candida biofilm | ERa coact pot | HUVEC inhibit | ERa coact inh | Smad3 inh
1 | COc1ccc(NC(=O)C(CC(C)C)NC(=O)c2ccccc2C)cn1 (stereo not drawn) | 1.0 | 91.1 | . | -12.8 | 7.1 | 95.2 | 88.4 | -9.9 | 0.2
2 | COc1ccc2[nH]c(=O)c(CN(CCO)C(=O)c3ccccc3F)cc2c1 | 6.3 | 82.6 | 97.7 | -4.3 | 6.0 | 126.3 | 94.0 | 5.6 | 3.3
3 | O=C(CSc1nc2ccccc2c(=O)n1-c1ccccc1)N1CCCC1 | -4.5 | 77.4 | 99.5 | -3.2 | 5.2 | 92.1 | 96.1 | -12.2 | -0.3
4 | CCN1CCN(C(c2cccs2)C(C)NC(=O)CC(C)C)CC1 (stereo not drawn) | 4.6 | 97.2 | 95.9 | . | 2.5 | 110.5 | 108.6 | -23.7 | -6.7
5 | O=C(Cn1cnc2c(cnn2-c2ccc(Cl)cc2)c1=O)NC1CCCCC1 | 4.5 | 103.8 | 94.1 | . | 6.7 | 110.2[fluorescence artefact?] | 92.3 | 8.7 | -3.5
6 | CCOc1ccc(-n2c(SCC(=O)Nc3ccc4c(c3)OCO4)nc3ccccc3c2=O)cc1 | 9.6 | 86.3 | 91.0 | 8.9 | 8.2 | 119.9 | 92.4 | 3.7 | -5.8
7 | COc1ccc2c(c1OC)C(=O)N(c1ccc3c(c1)CCC3)C2=O | -8.2 | 84.9 | 107.3 | 0.0 | 7.5 | 122.9 | 103.3 | -4.1 | -8.5
8 | CCOC(=O)c1c(C)oc2ccc(OC(=O)N3CCOCC3)cc12 | -7.5 | 90.6 | 95.9 | . | 2.0 | 114.1[fluorescence artefact?] | 97.0 | 0.1 | 4.5
9 | CCOC(=O)C(NC(=O)Cc1ccccc1)(Nc1cc(C)on1)C(F)(F)F (stereo not drawn) | 1.1 | 82.7 | 99.5 | 14.0 | -2.1 | 110.4 | 107.2 | 1.9 | -8.8
10 | COc1ccc(N2C(=S)N(C(=O)c3ccccc3)C(=Nc3ccccc3)C2=Nc2ccccc2)cc1 | -1.3 | 81.3 | 93.9 | -5.9 | . | 90.3 | 111.8 | -0.4 | 0.7
11 | Cc1ccc(OCC(=O)NCCN2CCOCC2)cc1C | -5.1 | 114.2 | 103.7 | -8.6 | -1.4 | 101.2[fluorescence artefact?] | 103.1 | -7.2 | -12.5
12 | COc1ccc(NC(=O)N2CCCC(c3nc(-c4ccc(C(C)C)cc4)no3)C2)cc1 (stereo not drawn) | 5.5[fluorescence artefact?] | 86.0 | 88.0 | -91.6 | -4.4 | 106.6 | 72.6 | -6.7 | 0.5
13 | OC(COC1CCCCC1)CN1CCN(c2ccccc2)CC1 (stereo not drawn) | 4.9 | 82.3 | 89.4 | -0.8 | 10.4 | 86.8 | 94.6 | 4.6 | 7.0
14 | COc1ccc(NC(=O)CSc2nc(O)c(Cc3ccccc3)c(=O)[nH]2)cc1 | 24.2 | 88.9 | . | -0.8 | 10.6 | 81.3 | 81.9 | 11.1 | -11.9
15 | CSc1ccccc1C(=O)Nc1cccc(C(C)=O)c1 | 2.4[fluorescence artefact?] | 91.1 | 90.0 | -2.9 | 14.0 | 98.3 | 92.9 | -5.0 | 2.0
16 | Cn1c(C(=O)NCCN2CCOCC2)cc2sccc21 | -17.0[fluorescence artefact?] | 92.2 | 107.1 | 16.3 | 6.5 | 109.3 | 102.3 | -37.2 | 1.2
17 | C=CCc1ccccc1OCC(O)CN1CCN(c2ccc(C)cc2)CC1 (stereo not drawn) | -6.4 | 76.1 | 98.2 | -6.0 | 7.5 | 107.6 | 128.0 | -5.3 | -4.0
18 | O=C(COC(=O)C1COc2ccccc2O1)NC(=O)NC1CCCC1 (stereo not drawn) | -0.1 | 96.0 | 109.4 | 25.9 | 9.4 | 100.0[fluorescence artefact?] | 107.3 | -3.9 | 8.2
19 | O=C1CCC([N+](=O)[O-])C(c2ccc(Cl)cc2)N1 (stereo not drawn) | -4.0 | 93.6 | 92.6 | 8.8 | 3.3 | 97.3 | 88.1 | -11.1 | -3.7
20 | CCOc1ccccc1CNC(=O)c1cc2oc3ccccc3c2n1CC | 0.1 | 103.0 | 78.8 | -1.9 | -0.7 | 103.5 | 78.6 | -0.1 | -0.7
21 | Cc1ccc(NC(=O)CC2C(=O)NC3CCCCC3N2C(=O)c2ccc(F)cc2)cc1C (stereo not drawn) | 0.7[fluorescence artefact?] | 81.8 | 91.7 | -9.7 | 5.7 | 101.3 | 94.6 | -21.2 | 13.3
22 | COc1ccccc1CNC(=O)CN(c1ccc(C)cc1)S(=O)(=O)c1c(C)n[nH]c1C | 4.6 | 81.9 | 88.4 | 7.5 | 10.4 | 112.3 | 96.4 | 0.0 | 1.6
23 | CS(=O)(=O)N1CCCC(C(=O)NCCN2CCC(Cc3ccccc3)CC2)C1 (stereo not drawn) | -1.6[fluorescence artefact?] | 86.8 | 89.9 | . | 11.3 | 103.5 | 83.1 | 0.9[fluorescence artefact?] | 4.8
24 | c1ccc(CSCc2cn3ccsc3n2)cc1 | 4.0 | 89.8 | 98.2 | 2.7 | 7.9 | 109.9[fluorescence artefact?] | 98.0 | -4.3 | 4.8
25 | O=C(c1ccc(-c2ccccc2)cc1)N1CCN(C(=O)c2ccco2)CC1 | 4.2 | 84.4 | 93.4 | -2.4 | . | 146.4 | 110.7 | 4.6[fluorescence artefact?] | 7.2
26 | COc1ccc(NC(=O)CS(=O)CC(=O)Nc2cc(Cl)ccc2OC)cc1 (stereo not drawn) | -4.0 | 86.7 | 101.7 | -4.5 | 6.2 | 106.4 | 96.5 | 0.0 | -6.7
27 | CCCCN=Cc1sc2ccc(OCC)cc2c1O | 1.5 | 97.9 | 98.3 | -11.3 | 4.0 | 101.5 | 94.5 | 6.7 | 15.6
28 | Cc1ccc(N(CC(=O)Nc2ccccc2C(=O)N2CCOCC2)S(C)(=O)=O)cc1 | 4.6[fluorescence artefact?] | 97.8 | 100.8 | 9.6 | -2.0 | 109.2[fluorescence artefact?] | 80.1 | 26.8 | -12.8
29 | CCCc1n[nH]c2c1C(=O)CC(C)(C)C2 | -28.3 | 93.1 | 100.8 | . | 4.2 | 96.0 | 95.1 | -44.4 | 9.3
30 | O=C(NCc1ccc2c(c1)OCO2)c1cccc2c1C(=O)N(C1CCCCC1)C2 | 4.0[fluorescence artefact?] | 56.6 | 85.6 | -1.4 | 8.9 | 94.8 | 78.4 | 0.5 | 5.4
31 | O=C(c1ccc(F)cc1)c1cn[nH]c1-c1ccccc1O | -1.5 | 78.7 | 91.9 | -6.2 | 7.1 | 98.9 | 98.8 | -0.2 | -8.1
32 | CC(C)Nc1nc(NC(C)C)nc(N(C)C(N)=O)n1 | 4.7 | 66.2 | 89.9 | 7.4 | -3.7 | 121.5 | 98.1 | 2.2 | 1.5
33 | COc1ccccc1-c1c(C)nn2c(N3CCC(C(N)=O)CC3)cc(C)nc12 | -0.7 | 82.7 | 97.6 | -2.2 | 12.9 | 123.4 | 100.7 | -11.4 | 2.8
34 | COc1ccc(C2OC(=O)CC2C(=O)NC(C)C)cc1 (stereo not drawn) | -3.6[fluorescence artefact?] | 85.7 | 97.6 | -1.5 | 7.7 | 93.1 | 103.5 | -2.2[fluorescence artefact?] | 8.6
35 | Cc1ccc(CC(NC(=O)c2ccccc2)C(=O)N2CCCC2C(=O)O)cc1 (stereo not drawn) | -4.0 | 91.6 | 113.2 | -9.6 | -3.3 | 123.5 | 97.5 | 4.2 | -3.2
36 | CCC1(C)Cc2c(sc3[nH]c(=S)n(Cc4ccccc4)c(=O)c23)CO1 (stereo not drawn) | 8.9 | 25.0* | 72.7 | -32.9 | 0.8 | 93.2[fluorescence artefact?] | 7.0* | 6.3 | 5.3[fluorescence artefact?]
37 | CCOc1ccc(N2C(=O)CC(NCCc3ccncc3)C2=O)cc1 (stereo not drawn) | 0.9 | 94.4 | 95.4 | 7.0 | 4.1 | 114.9[fluorescence artefact?] | 94.9 | 4.8 | 8.8[fluorescence artefact?]
38 | CCn1c(SCC(=O)NC2CCCC2)nnc1-c1c[nH]c2ccccc12 | 34.5[fluorescence artefact?] | 85.3 | 102.0 | . | 6.8 | 74.0 | 102.7 | 5.6 | -9.9
39 | COC(=O)Cc1[nH]nc2c1C1(C(=O)N(Cc3ccc(Cl)cc3)c3ccccc31)C(C#N)=C(N)O2 (stereo not drawn) | 15.3 | 43.3 | 99.8 | 5.5 | 4.4 | 78.0 | 83.3 | 5.1 | 5.6
40 | Cc1nnc(NC(=O)c2ccccc2C(=O)O)s1 | -1.7[fluorescence artefact?] | 99.4 | 94.3 | -4.8 | 2.1 | 103.1 | 87.8 | 5.4[fluorescence artefact?] | -5.8
41 | c1cc(C2OCCN2CC2COC3(CCCC3)O2)ccn1 (stereo not drawn) | 1.0 | 90.5 | 98.2 | -9.9 | 10.7 | 101.3 | 107.0 | 2.7 | 4.9
42 | COc1ccc(C(CC(=O)O)NC(C)=O)cc1OC (stereo not drawn) | 2.8[fluorescence artefact?] | 98.4 | 93.5 | 5.1 | -0.9 | 119.5 | 73.7 | 10.4 | 1.3
43 | CC1=CC(C)(C)N(S(=O)(=O)c2ccc(C)cc2)c2ccccc21 | 0.4 | 28.2* | 51.5 | -0.2 | -0.9 | 170.8 | 63.4 | -24.1 | 5.0
44 | Cc1nnc(NC(=O)CSc2cn(Cc3ccccc3)c3ccccc23)s1 | 5.6[fluorescence artefact?] | 72.5 | 96.3 | -0.7 | 9.6 | 134.4[fluorescence artefact?] | 75.8 | 11.7[fluorescence artefact?] | 28.9[fluorescence artefact?]
45 | COC(=O)CC1=C(C(=O)OC)C(c2ccncc2)C(C#N)=C(N)O1 (stereo not drawn) | 4.1 | 72.4 | 97.0 | 7.9 | 6.4 | 97.1 | 90.0 | -0.2 | -1.9

Reformatted with two lines to a compound: 3 of the compounds above.
Value order – ERb SRC1 inh	H69AR growth 86K	Fibroblast inh	sEH activator	Candida biofilm	ERa coact pot	HUVEC inhibit	ERa coact inh	Smad3 inh
[5] O=C(Cn1cnc2c(cnn2-c2ccc(Cl)cc2)c1=O)NC1CCCCC1
    4.5	103.8	94.1	.	6.7	110.2[fluorescence artefact?]	92.3	8.7	-3.5
[6] CCOc1ccc(-n2c(SCC(=O)Nc3ccc4c(c3)OCO4)nc3ccccc3c2=O)cc1
    9.6	86.3	91.0	8.9	8.2	119.9	92.4	3.7	-5.8
[7] COc1ccc2c(c1OC)C(=O)N(c1ccc3c(c1)CCC3)C2=O
    -8.2	84.9	107.3	0.0	7.5	122.9	103.3	-4.1	-8.5

Screen by screen, as entered above.
ERa coact inh, entries 41–45, in order: 2.7, 10.4, -24.1, 11.7[fluorescence artefact?], -0.2

Compound activity deposited in PubChem BioAssay by several laboratories.

An excerpt, so the mix of outcomes need not match the whole.
